Source: PubChem BioAssay
D2 PAM = HTS Assay for Positive Allosteric Modulators of the Human D2 Dopamine Receptor: Primary Screen for Potentiators; potentiation, % at 10 µM; 0.34% of 340,000 active; HEK293 T-REx D2, calcium flux, EC20 dopamine potentiation; D(2) dopamine receptor (Homo sapiens), P14416;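 active = potentiation over 3 SD above the plate norm, cut at about 30% in these data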; also: 0% is about no effect
Target sequence (P14416 whole entry, looked up): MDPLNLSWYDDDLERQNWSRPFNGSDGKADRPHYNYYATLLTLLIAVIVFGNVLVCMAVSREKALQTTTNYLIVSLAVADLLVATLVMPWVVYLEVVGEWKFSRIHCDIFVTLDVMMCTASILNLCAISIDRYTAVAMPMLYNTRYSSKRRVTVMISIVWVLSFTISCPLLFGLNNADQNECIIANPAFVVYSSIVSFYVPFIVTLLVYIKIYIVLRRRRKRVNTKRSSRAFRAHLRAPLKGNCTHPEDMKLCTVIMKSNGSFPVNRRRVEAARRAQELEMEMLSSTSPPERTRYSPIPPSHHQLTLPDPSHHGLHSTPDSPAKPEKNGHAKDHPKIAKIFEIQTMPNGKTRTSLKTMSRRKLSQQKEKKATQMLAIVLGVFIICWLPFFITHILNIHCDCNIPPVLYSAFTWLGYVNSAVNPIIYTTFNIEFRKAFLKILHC
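Potentiation of an EC20 dopamine calcium response is measured in a force-coupled, tetracycline-inducible Hek293 Trex D2 line. Compound-only kinetic reads over 180 s flag agonists before dopamine addition.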
TRHR agonist = qHTS for Small Molecule Agonists and Allosteric Enhancers of Human TRH Receptor: Primary Screen for Agonists; TRHR cells, calcium flux fluo-8, FDSS agonist mode; activation, % at 2 µM; 0.18% of 360,000 active; AID 493084, 2011; also: 0% is about no effect
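Fluo-8-loaded TRHR cells; 10 s baseline, compound added, kinetic Ca2+ fluorescence read 1/s, agonist mode.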
D1 PAM = Potentiators of Human D1 Dopamine Receptor: qHTS; potentiation, % at 10 µM; HEK293 TREx D1 cells, calcium flux, dopamine EC20 potentiation; 0.036% of 360,000 active; AID 504651, 2011; D(1A) dopamine receptor (Homo sapiens), P21728; in the data active = potentiation above about 30%; also: 0% is about no effect
Target sequence (P21728 whole entry, looked up): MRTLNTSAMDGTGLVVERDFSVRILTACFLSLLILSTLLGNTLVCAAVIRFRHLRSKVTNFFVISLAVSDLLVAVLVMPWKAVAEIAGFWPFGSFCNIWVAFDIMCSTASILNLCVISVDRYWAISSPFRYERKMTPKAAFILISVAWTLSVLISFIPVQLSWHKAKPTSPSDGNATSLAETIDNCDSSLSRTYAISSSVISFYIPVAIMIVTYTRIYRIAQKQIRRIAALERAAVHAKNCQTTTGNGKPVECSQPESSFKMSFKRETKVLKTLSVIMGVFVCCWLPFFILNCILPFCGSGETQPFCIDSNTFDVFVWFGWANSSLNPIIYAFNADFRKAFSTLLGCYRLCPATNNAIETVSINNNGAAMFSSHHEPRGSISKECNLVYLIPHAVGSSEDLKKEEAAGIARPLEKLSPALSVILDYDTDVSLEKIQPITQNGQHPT
D2 agonist = HTS Assay for Allosteric Agonists of the Human D2 Dopamine Receptor: Primary Screen for Agonists; activation, % at 2 µM; D(2) dopamine receptor (Homo sapiens), P14416; HEK293 T-REx D2 cells, calcium flux agonist mode; AID 485358, 2010; 0.53% of 340,000 active;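 active = activation over 3 SD above normal in the single-dose calcium agonist read, cut at about 30% in these data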; also: 0% is about no effect
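Tetracycline-induced HEK293 T-REx cells with force-coupled D2 receptor, plated overnight at 30 C, loaded with no-wash calcium dye. After a 10 s baseline, compound was pin-added and calcium flux read kinetically for 180 s; calcium rises flagged agonists.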
RXFP1 antagonist = qHTS Assay for Antagonists of the Relaxin Receptor RXFP1; activity change, negative = inhibition, % at 57.5 µM; 0.59% of 350,000 active; HEK293-RXFP1, relaxin-stimulated cAMP HTRF, 30 min; active compounds read low; AID 1259400, 2018;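 active = activity change of -60% or lower, but not beyond a set lower limit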; also: % is scaled to controls: 0 for no effect and ±100 for the full control effect
D2 antagonist = HTS Assay for Allosteric Antagonists of the Human D2 Dopamine Receptor: Primary Screen for Antagonists; D(2) dopamine receptor (Homo sapiens), P14416; HEK293 TREx D2 cells, calcium flux, dopamine EC80; inhibition, % at 10 µM; 2% of 340,000 active; AID 485344, 2010; in the data active = inhibition above about 30%; also: 0% is about no effect
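Calcium mobilization kinetics were recorded at 1 s intervals in tetracycline-induced HEK293 T-REx D2 cells, first for 180 s after compound addition and then 180 s after EC80 dopamine.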
D1 antag = Antagonist of Human D 1 Dopamine Receptor: qHTS; D(1A) dopamine receptor (Homo sapiens), P21728; HEK293 TREx D1 cells, calcium flux, dopamine EC80; active compounds read low; activity change, negative = inhibition, % at 10 µM; 3.2% of 360,000 active; AID 504652, 2011; in the data active = activity change below about -30%; also: % is scaled to controls: 0 for no effect and ±100 for the full control effect
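Calcium flux readout: force-coupled, inducible Hek293 Trex D1 line, cells induced overnight at 30 C with tetracycline, dye-loaded 30–90 min at RT. Antagonism scored against EC80 dopamine challenge given 180 s after compound.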
D1 agonist = Allosteric Agonists of the Human D1 Dopamine Receptor: qHTS; D(1A) dopamine receptor (Homo sapiens), P21728; HEK293 T-REx D1 cells, calcium flux, agonist mode; activation, % at 2 µM; 1% of 360,000 active; AID 504660, 2011; also: 0% is about no effect
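Inducible HEK293 T-REx D1 cells, force-coupled to calcium signalling, were plated at 4000 cells/well with tetracycline and held overnight at 30 C. After no-wash calcium dye loading, compound-evoked calcium rise over 180 s flagged agonists.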
TRHR PAM = qHTS for Small Molecule Agonists and Allosteric Enhancers of Human TRH Receptor: Primary Screen for Enhancers. TRHR cells, fluo-8 calcium fluorescence, EC20 TRH enhancement. enhancement, % at 2 µM. 0.66% of 360,000 active. AID 493056, 2011; in the data active = enhancement above about 30%; also: 0% is about no effect
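Enhancer read-out: after compound pinning and an initial kinetic agonist-mode read, an EC20 of TRH (10 nM final) was injected and fluo-8 calcium signal (Ex 480/Em 530) followed at 1 s/cycle for 100 cycles in TRHR-expressing cells.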
* = called active by the depositor. Rule as the data show it, unless noted: active = activation above about 30%; inactive = the rest. Compounds as they come. About 7.3% of those tested had a hit in this group.

How did Cc1cccc(C(=O)NNS(=O)(=O)c2ccccc2)c1O do in these assays?
D2 PAM: 3.3; TRHR agonist: -2.5; D1 PAM: -2.9; D2 agonist: -1.4; RXFP1 antagonist: -8.1; D2 antagonist: -2.6; D1 antag: -10.3; D1 agonist: 2.2; TRHR PAM: -3.1

Results for COc1ccc(-n2nc(C(=O)NCc3ccc(F)cc3)c3c4ccccc4n(C)c3c2=O)cc1 ?
D2 PAM: 3.5; TRHR agonist: 1.5; D1 PAM: 6.2; D2 agonist: -0.1; RXFP1 antagonist: -3.8; D1 antag: 4.7; D1 agonist: 2.0; TRHR PAM: 6.6

Results for COc1ccc(N2CCN(C(=O)CNC(=O)c3nn(-c4ccc(OC)cc4)c(=O)c4ccccc34)CC2)cc1 ?
D2 PAM: -3.1; TRHR agonist: -1.3; D1 PAM: -2.7; D2 agonist: -1.5; RXFP1 antagonist: 8.9; D2 antagonist: 2.1; D1 antag: 1.9; D1 agonist: 2.0; TRHR PAM: 1.8

What do the screens show for `CC1CN(C(=O)C(C)N2C(=O)c3ccccc3C2=O)CC(C)O1` (stereo not drawn)?
D2 PAM: -0.1; TRHR agonist: 0.5; D1 PAM: 2.6; D2 agonist: 0.8; RXFP1 antagonist: 21.4; D2 antagonist: 15.3; D1 antag: 19.9; D1 agonist: 1.8; TRHR PAM: 6.7

What do the screens show for `Cc1nc2cc(NCc3ccc(Cl)cc3)ccc2n1C`?
TRHR agonist: 0.4; D1 PAM: -3.1; RXFP1 antagonist: -12.1; D1 antag: -2.5; D1 agonist: 7.7; TRHR PAM: -1.0

Results for COCCN1C(=O)c2[nH]nc(-c3ccccc3O)c2C1c1ccc(Cl)c(Cl)c1 (stereo not drawn) ?
D2 PAM: -9.1; TRHR agonist: 0.1; D1 PAM: -1.1; D2 agonist: 4.0; RXFP1 antagonist: -70.0*; D1 antag: 44.9; D1 agonist: 21.5; TRHR PAM: -1.4

What do the screens show for `Cc1ccc(NCc2nnc(SCC(=O)c3ccccc3)o2)c(C)c1`?
D2 PAM: 9.1; TRHR agonist: -1.0; D1 PAM: -5.5; D2 agonist: -0.9; RXFP1 antagonist: -7.9; D2 antagonist: -7.4; D1 antag: -10.3; D1 agonist: 0.4; TRHR PAM: 2.2

How did O=C(CN(Cc1ccccc1)C(=O)CCl)c1cccc(Br)c1 do in these assays?
D2 PAM: 5.3; TRHR agonist: 0.3; D1 PAM: -6.5; D2 agonist: 0.3; D2 antagonist: 20.0; D1 antag: -8.2; D1 agonist: 1.6; TRHR PAM: -0.3

What do the screens show for `O=C(Nc1nnc(SCc2c(Cl)cccc2Cl)s1)C1CC(=O)N(c2ccc3c(c2)OCCO3)C1` (stereo not drawn)?
D2 PAM: -1.6; TRHR agonist: 0.9; D1 PAM: -1.4; D2 agonist: 0.7; RXFP1 antagonist: 0.1; D2 antagonist: -1.1; D1 antag: -2.6; D1 agonist: 0.2; TRHR PAM: -6.4

How did Cc1c(CN2CCC(C(=O)Nc3ccc(Oc4ccccc4)nc3)CC2)cnn1C do in these assays?
D2 PAM: 3.3; TRHR agonist: 0.5; D1 PAM: -2.0; D2 agonist: 1.7; RXFP1 antagonist: 1.7; D2 antagonist: -1.1; D1 antag: 2.7; D1 agonist: 2.7; TRHR PAM: 0.5

Structures above containing an aryl methoxy group:
Results for COc1ccc(-n2nc(C(=O)NCc3ccc(F)cc3)c3c4ccccc4n(C)c3c2=O)cc1 ?
D2 PAM: 3.5; TRHR agonist: 1.5; D1 PAM: 6.2; D2 agonist: -0.1; RXFP1 antagonist: -3.8; D1 antag: 4.7; D1 agonist: 2.0; TRHR PAM: 6.6

Results for COc1ccc(N2CCN(C(=O)CNC(=O)c3nn(-c4ccc(OC)cc4)c(=O)c4ccccc34)CC2)cc1 ?
D2 PAM: -3.1; TRHR agonist: -1.3; D1 PAM: -2.7; D2 agonist: -1.5; RXFP1 antagonist: 8.9; D2 antagonist: 2.1; D1 antag: 1.9; D1 agonist: 2.0; TRHR PAM: 1.8

The list goes on.
Results for Cc1cccc(C)c1NC(=O)CSc1nnc(C)n1CC1CCCO1 (stereo not drawn) ?
D2 PAM: 2.5; TRHR agonist: 0.6; D1 PAM: -1.2; D2 agonist: -0.5; RXFP1 antagonist: 9.6; D2 antagonist: 3.5; D1 antag: 4.6; D1 agonist: 3.2; TRHR PAM: 5.6

Results for CC(=O)c1ccc(NC(=S)Nc2ccc(Br)c(Cl)c2)cc1 ?
D2 PAM: -7.5; TRHR agonist: 0.2; D1 PAM: 2.4; D2 agonist: -0.1; RXFP1 antagonist: 12.9; D2 antagonist: 6.1; D1 antag: -12.7; D1 agonist: 5.5; TRHR PAM: 1.0

What do the screens show for `COc1ccc(CN2CCN(S(=O)(=O)c3ccc(NC(C)=O)cc3)CC2)cc1OC`?
D2 PAM: 9.3; TRHR agonist: -0.1; D1 PAM: -5.8; D2 agonist: -0.3; RXFP1 antagonist: -10.9; D2 antagonist: -11.8; D1 antag: -23.3; D1 agonist: 10.2; TRHR PAM: 4.7

Results for O=C(CN1CCOCC1)Nc1ccc(Cl)c(Cl)c1 ?
D2 PAM: -2.6; TRHR agonist: 1.6; D1 PAM: 0.0; D2 agonist: -0.4; D2 antagonist: -2.7; D1 antag: -0.9; D1 agonist: 3.5; TRHR PAM: -0.9

What do the screens show for `CCCCc1ccc(NS(=O)(=O)c2ccc(N3CCCCS3(=O)=O)cc2)cc1`?
D2 PAM: 2.9; TRHR agonist: 0.0; D1 PAM: -0.3; D2 agonist: 0.4; RXFP1 antagonist: -11.0; D1 antag: -12.9; D1 agonist: 5.3; TRHR PAM: 2.3

How did COc1ccc(-c2c(C)nn3c(N)c(C#N)cnc23)cc1OC do in these assays?
D2 PAM: 10.5; TRHR agonist: -4.4; D1 PAM: -3.0; D2 agonist: -4.5; RXFP1 antagonist: -13.0; D2 antagonist: -12.8; D1 antag: 4.0; D1 agonist: 3.1; TRHR PAM: 3.4

What do the screens show for `Cc1ccc(S(=O)(=O)N2CCOCC2)cc1NC(=O)COC(=O)c1cnc(Cl)c(Cl)c1`?
D2 PAM: 3.2; TRHR agonist: 0.1; D1 PAM: 3.3; D2 agonist: -0.1; RXFP1 antagonist: -8.0; D2 antagonist: 2.7; D1 antag: -21.6; D1 agonist: 0.9; TRHR PAM: 1.0

Results for CCC(C)(C)n1nnnc1C(c1cc2ccc(OC)cc2[nH]c1=O)N1CCc2ccccc2C1 (stereo not drawn) ?
D2 PAM: 0.0; TRHR agonist: 0.1; D1 PAM: 13.2; D2 agonist: 0.5; RXFP1 antagonist: -3.7; D2 antagonist: 7.4; D1 antag: -4.1; D1 agonist: 1.0; TRHR PAM: -0.8

Results for CCc1cccc(NC(=O)c2cccc(S(=O)(=O)N3CCN(C)CC3)c2)c1 ?
D2 PAM: 11.9; TRHR agonist: 0.1; D1 PAM: -1.1; D2 agonist: 0.5; RXFP1 antagonist: -3.2; D2 antagonist: -6.1; D1 antag: 0.2; D1 agonist: 1.7; TRHR PAM: -3.1

What do the screens show for `COc1ccc(N2CCN(S(=O)(=O)c3cc4c(cc3C)N(C(C)=O)CCO4)CC2)cc1`?
D2 PAM: -9.9; TRHR agonist: -0.1; D1 PAM: -3.2; D2 agonist: 1.7; RXFP1 antagonist: 2.9; D2 antagonist: -14.7; D1 antag: -24.1; D1 agonist: -0.4; TRHR PAM: 4.2

How did CC(/C=N/NC(=O)CSc1ccccn1)=C\c1ccc(C(C)C)cc1 do in these assays?
D2 PAM: 7.0; TRHR agonist: -0.2; D1 PAM: 2.4; D2 agonist: -0.7; RXFP1 antagonist: -8.0; D2 antagonist: -5.7; D1 antag: -1.4; D1 agonist: 2.5; TRHR PAM: 1.8

Results for COc1ccc(-n2c(C)nc3cc(C(=O)O)ccc32)cc1 ?
D2 PAM: -1.7; TRHR agonist: 0.4; D1 PAM: 3.2; D2 agonist: 1.6; RXFP1 antagonist: 7.3; D2 antagonist: 5.1; D1 antag: 7.6; D1 agonist: 1.7; TRHR PAM: 5.2

Results for CN(C)CCNC(=O)C(=O)C1C(=O)Nc2ccccc21 (stereo not drawn) ?
D2 PAM: -3.4; TRHR agonist: 1.0; D1 PAM: 2.0; D2 agonist: 2.1; D2 antagonist: -5.2; D1 antag: -9.9; D1 agonist: 23.7; TRHR PAM: 4.0

What do the screens show for `Clc1ccc2noc(-c3ccccc3)c2c1`?
D2 PAM: -1.4; TRHR agonist: -0.2; D1 PAM: 3.0; D2 agonist: 1.0; RXFP1 antagonist: 18.0; D2 antagonist: -25.1; D1 antag: 13.2; D1 agonist: -2.6; TRHR PAM: -3.0

How did CCc1ccccc1NC(=O)c1ccc2nc(CCc3ccccc3)oc2c1 do in these assays?
D2 PAM: 3.2; TRHR agonist: 0.5; D1 PAM: 1.0; D2 agonist: 2.4; RXFP1 antagonist: -16.3; D1 antag: -9.1; D1 agonist: 19.3; TRHR PAM: 1.6

What do the screens show for `Cc1ccccc1-n1nc(CO)c(C(=O)NCCc2ccccc2)n1`?
D2 PAM: -10.2; TRHR agonist: -2.8; D1 PAM: -0.3; D2 agonist: -1.2; RXFP1 antagonist: -13.6; D1 antag: 0.6; D1 agonist: -1.3; TRHR PAM: 0.0

What do the screens show for `COc1cc(OC)c(NC(=O)c2cccc(F)c2)cc1Cl`?
D2 PAM: 7.9; TRHR agonist: -0.1; D1 PAM: -0.5; D2 agonist: 0.0; RXFP1 antagonist: -1.7; D2 antagonist: -5.4; D1 antag: 7.0; D1 agonist: 0.7; TRHR PAM: -0.9

How did N#CC(C#N)=Cc1ccccc1OCc1ccccc1 do in these assays?
TRHR agonist: 5.5; D1 PAM: 2.1; D1 antag: -3.0; D1 agonist: 4.8; TRHR PAM: -3.3

What do the screens show for `CC(C)(C)c1ccc(Oc2nc3ccccn3c(=O)c2/C=C(\C#N)c2nc3ccccc3[nH]2)cc1`?
D2 PAM: -11.8; TRHR agonist: 0.8; D1 PAM: -5.0; D2 agonist: 0.3; RXFP1 antagonist: -6.6; D1 antag: -8.8; D1 agonist: 2.4; TRHR PAM: 0.6

How did Cc1ccc2nc(N(CCN(C)C)C(=O)c3cc(Cl)sc3Cl)sc2c1 do in these assays?
D2 PAM: -8.5; TRHR agonist: 1.3; D1 PAM: -9.8; D2 agonist: 0.5; D2 antagonist: 7.9; D1 antag: 0.9; D1 agonist: 1.0; TRHR PAM: 23.0
